Compound activity from PubChem BioAssay.
RSV antiviral HEp-2 – RSV antiviral activity via CPE protection, HEp-2 cells, primary 10 µM value included (AID 2391) | HEp-2 cells, RSV-induced CPE inhibition; higher % means a stronger effect | CPE inhibition, % at 10 µM; hits with a dose series show IC50 in µM | 310,000 compounds, 0.13% hits; in the data active = a potency from the dose series; note: strong numbers were not always called active
PhoP inhibition – inhibitors of PhoP regulon expression, primary screen, Salmonella Typhimurium, GFP reporter (AID 1863). S. Typhimurium PhoP-regulated promoter GFP reporter, 4 h; higher % means a stronger effect. inhibition, % at 50 µM, or IC50 in µM where a hit was titrated. 300,000 compounds, 0.16% hits;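 active = inhibition over 29.93%, a cutoff 3 SD above the screen mean, later confirmed by dose response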;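 note: 0% = low Mg2+ inducing control and 100% = high Mg2+ repressing control; strong numbers were not always called active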
T cell modulator – modulators of CD8 T cell-vesicle binding, primary screen, mouse 2C CD8+ T cells, flow cytometry; 330,000 compounds, 0.068% hits; AID 2052, 2009; 2C CD8+ T cell-vesicle binding; hits give low values; calls only at 7 µM;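 active = response, share of CD8 T cells binding vesicles, and their 90th percentile fluorescence all below set limits, cut at about 80% in these data, passing the limit was not always enough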
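System: murine 2C transgenic CD8+ T lymphocytes; also added: QL9-loaded Drosophila micro-vesicles; times: binding 1.5 h at 37 °C; measured by: flow cytometry, PE anti-B7-1 (FL2) versus Alexa647 anti-CD8 (FL8), PFA-fixed; control set: Peptide-free naked vesicles (low) and QL9 vesicles with 0.7% DMSO vehicle (high)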
Large T inhibition – SV40 large T antigen inhibitors, biochemical (AID 1903); SV40 large T antigen ATPase/helicase inhibition assay; higher % means a stronger effect; inhibition, % at 20 µM, or IC50 in µM where a hit was titrated; 310,000 compounds, 0.39% hits; in the data active = a potency from the dose series; note: strong numbers were not always called active
TNAP activators – human TNAP enzyme activators, primary screen, biochemical, luminescent, no phosphate acceptor, uHTS (AID 1001); purified TNAP, luminescent activation assay, no phosphate acceptor; higher activation fold means a stronger effect; activation fold at 20 µM, or EC50 in µM where a hit was titrated; 200,000 compounds, 0.03% hits; in the data active = activation fold from about 3, or a potency from the dose series; inactive = the rest, 99 in 100 with activation fold below about 1.6; note: many of its hits are not listed in these tables
Myeloid diff 2 – induction of myeloid progenitor differentiation, primary screen, cell-based, flow cytometry, MLPCN library. calls only at 10 µM. ER-HoxA9 myeloid progenitors, lysozyme-GFP differentiation. 360,000 compounds, 1% hits. AID 624256, 2012;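 active = normalized GFP-positive differentiation at or above the plate's own cutoff, the solvent-only control mean plus 3 SD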;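 note: cells exposed to compound for four days before flow analysis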
Rac1 GTP hydrolysis – MgcRacGAP GTPase-activating activity inhibitors, confirmation, biochemical, ADP Hunter fluorescence | Rac GTPase-activating protein 1 (Homo sapiens) | inhibition, % at 30 µM, or IC50 in µM where a hit was titrated | 340,000 compounds, 0.6% hits | MgcRacGAP-stimulated Rac1 GTP hydrolysis, ADP Hunter fluorescence; higher % means a stronger effect; GST-tagged Rac1 F28L mutant substrate | AID 624330, 2012;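 active = first-screen hits whose inhibition reached a set limit at any dose in the follow-up dose series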;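 note: fluorescence reports GDP produced by GAP-driven GTP hydrolysis; strong numbers were not always called active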
K1F lysis inhibition – inhibition of K1F phage lysis, E. coli UTI89, bacterial capsule biogenesis inhibitors, alamar blue (AID 488966); E. coli UTI89 K1F phage lysis, alamar blue, 2 h; higher % means a stronger effect; inhibition, % at 100 µM, or IC50 in µM where a hit was titrated; 340,000 compounds, 0.02% hits;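 active = phage lysis inhibition, versus mean bacterial control, above a set limit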;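 note: capsule biogenesis inhibitors block K1F phage lysis so surviving cells raise fluorescence; higher fluorescence means more inhibition of phage lysis; actives were called in the ten point dose series up to 300 µM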
NTR1 ag – agonists of NTR1, primary screen, imaging, U2OS cells, beta-arrestin-GFP, high content (AID 493036) | activation, % at 20 µM | 330,000 compounds, 0.17% hits | NTR1-U2OS beta-arrestin-GFP spot imaging, agonist mode;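 active = activation at or above 40% of the spot to cytoplasm intensity ratio, with at least 20 cells analyzed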;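 note: 0% = DMSO without peptide and 100% = 100 nM NTR1 peptide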
Target sequence (P30989 whole entry, looked up): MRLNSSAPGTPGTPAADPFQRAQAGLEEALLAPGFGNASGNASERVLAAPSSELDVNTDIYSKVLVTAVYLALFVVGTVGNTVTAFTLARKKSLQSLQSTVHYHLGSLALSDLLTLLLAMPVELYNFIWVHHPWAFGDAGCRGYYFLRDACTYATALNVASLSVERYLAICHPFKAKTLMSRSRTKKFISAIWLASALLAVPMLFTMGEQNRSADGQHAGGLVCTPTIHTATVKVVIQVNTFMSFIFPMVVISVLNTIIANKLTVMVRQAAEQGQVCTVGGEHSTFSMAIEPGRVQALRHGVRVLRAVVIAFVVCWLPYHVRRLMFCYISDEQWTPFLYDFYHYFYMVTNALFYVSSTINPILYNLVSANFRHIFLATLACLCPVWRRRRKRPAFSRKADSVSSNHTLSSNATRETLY
T cell modulator vesicle-bound % – second read-out of T cell modulator, no call of its own (marks repeat the call); double positive events, %; measured here: CD8+ vesicle-bound cell fraction;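 binding gate set so that unloaded-vesicle control wells show 10% double positive cells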
NTR1 ag cell count 20 µM – recorded beside NTR1 ag, whose call it bears; cell count; measured here: cell count, cytotoxicity flag
Myeloid diff 2 GFP+ MAC1+ % – further read-out of Myeloid diff 2, marked with its call; GFP+ MAC1+ double positive, %; measured here: differentiation confirmed by MAC1 staining
Starred values were filed as active, the others as inactive; i = inactive; nt = not tested or not shown; [ ] = another dose, or the depositor's remark.

Screens by letter: A = RSV antiviral HEp-2; B = PhoP inhibition; C = T cell modulator; D = T cell modulator vesicle-bound %; E = Large T inhibition; F = TNAP activators; G = Myeloid diff 2; H = Myeloid diff 2 GFP+ MAC1+ %; I = Rac1 GTP hydrolysis; J = K1F lysis inhibition; K = NTR1 ag; L = NTR1 ag cell count 20 µM
> COc1ccc(OC)c(NC(=O)CN(c2ccc(C(C)C)cc2)S(=O)(=O)c2c(C)noc2C)c1
  A: 2.9%; B: 6%; C: i; D: 43; E: 17%; F: 1; G: i; H: 5.2; I: -1%; J: -2.4%; K: 1.3; L: 65
> C=CCn1c(CSCc2ccc(F)cc2)n[nH]c1=S
  A: 1.1%; B: -2%; C: i; D: 51; E: 3%; F: nt; G: i; H: 1.0; I: 6%; J: -0.2%; K: 0.4; L: 55
> Cc1ccc(NC(=O)C2CC2c2ccccc2)cc1 (centres undefined)
  A: 13%; B: -4%; C: i; D: 23; E: 5%; F: nt; G: i; H: 0.4; I: 8%; J: -0.8%; K: 1.1; L: 65
> O=c1c2ccccc2nc(-c2ccccc2)n1CCCn1ccnc1
  A: 1.1%; B: -1%; C: i; D: 50; E: 0%; F: 0.9; G: i; H: 1.2; I: 9%; J: -0.4%; K: -2.3; L: 77
> CCN(CC)S(=O)(=O)c1ccc(Oc2ccccc2OC)cc1
  A: -0.3%; B: -6%; C: i; D: 35; E: 2%; F: nt; G: i; H: 0.2; I: 2%; J: 0.1%; K: 2.3; L: 68
> COc1ccccc1NC(=O)CC(=O)c1ccccc1
  A: -0.1%; B: -9%; C: i; D: 29; E: 24%; F: nt; G: i; H: 0.2; I: 11%; J: 0.3%; K: -0.9; L: 91
> COc1cccc(N2CCN(C(=O)Cn3c(=O)oc4ccccc43)CC2)c1
  A: 1.0%; B: 5%; C: i; D: 56; E: 25%; F: nt; G: nt; H: nt; I: 6%; J: 0.4%; K: -1.6; L: 81
> Cc1cc(-n2c(C)cc(C(=O)COc3ccc(F)c(F)c3)c2C)no1
  A: 1.1%; B: nt; C: i; D: 8; E: nt; F: nt; G: i; H: 0.5; I: 4%; J: 0.8%[50 µM]; K: 2.5; L: 58
> CCOC(=O)c1cc(-c2ccc(OC)cc2)n(CCC(=O)NC2CCN(Cc3ccccc3)CC2)c1C
  A: 0.2%; B: -2%; C: i; D: 54; E: 10%; F: 1; G: i; H: 0.5; I: 6%; J: -0.2%; K: -0.1; L: 110
> CC1(C)Cc2c(sc(NC(=O)C(=O)N3CCCCC3)c2C(=O)O)CO1
  A: 0.2%; B: -1%; C: i; D: 50; E: 3%; F: nt; G: i; H: 4.1; I: 9%; J: 0.4%; K: 1.0; L: 50
> COCCNC(=O)CNC(=O)c1nn(-c2ccc(OC)c(Cl)c2)c(=O)c2ccccc12
  A: 1.6%; B: -5%; C: i; D: 21; E: 15%; F: 1; G: i; H: 0.8; I: -1%; J: 3.9%; K: -1.7; L: 86
> C/C(=N\Nc1ccc(S(N)(=O)=O)cc1[N+](=O)[O-])c1ccccc1O
  A: 1.3%; B: -11%; C: i; D: 21; E: 5%; F: nt; G: i; H: 1.0; I: -34%; J: -0.2%; K: 1.5; L: 56
> O=C(C1CCCN(S(=O)(=O)c2cccs2)C1)N1CCC(N2CCCCC2)CC1 (centres undefined)
  A: -0.9%; B: 12%; C: i; D: 28; E: 0%; F: 1.1; G: i; H: 2.5; I: 3%; J: -1.5%; K: -0.4; L: 48
> Cc1nnc2n1N=C(c1ccc3c(c1)NC(=O)CO3)CS2
  A: 1.7%; B: 1%; C: i; D: 42; E: 10%; F: nt; G: nt; H: nt; I: nt; J: nt; K: -0.2; L: 68
> CCCNC(=S)NC1CCCC1
  A: 1.0%; B: 12%; C: i; D: 30; E: 13%; F: 1; G: i; H: 1.7; I: 9%; J: 0.1%; K: 2.2; L: 86
> CCOC(=O)[C@H]1[C@H]2COc3ccc(Cl)cc3[C@@H]2N2C(=O)c3cc(OC)ccc3NC(=O)[C@@]12C
  A: 3.4%; B: nt; C: nt; D: nt; E: 4%; F: nt; G: i; H: 0.8; I: 5%; J: 0.3%; K: 1.8; L: 62
> COc1ccc(CCNC(=O)CCNC(=O)c2ccccc2Cl)cc1
  A: 0.8%; B: 8%; C: i; D: 10; E: 8%; F: nt; G: i; H: 0.4; I: -4%; J: 0.8%; K: -1.6; L: 65
> COc1ccc(Nc2nnc(-c3ccc(O)cc3)c3ccccc23)cc1
  A: 3.6%; B: -8%; C: i; D: 37; E: 24%; F: 0.9; G: nt; H: nt; I: -9%; J: -0.8%; K: -0.1; L: 32
> O=C1c2ccccc2CC1(Cc1ccccc1)Cc1ccccc1
  A: 0.1%; B: 4%; C: i; D: 21; E: 4%; F: 1.1; G: i; H: 1.1; I: 8%; J: 1.2%; K: 8.0; L: 72
> CC(C)(C)N1C(=O)c2ccc(C(=O)O)cc2C1=O
  A: -2.0%; B: -3%; C: i; D: 19; E: 4%; F: 1.1; G: i; H: 0.4; I: 12%; J: 1.7%; K: 0.1; L: 34
> CC1CC(C)CN(C(=O)CCCn2c(=O)c3cccn3c3cccnc32)C1 (centres undefined)
  A: 3.5%; B: -5%; C: i; D: 46; E: 11%; F: nt; G: i; H: 1.9; I: 14%; J: -0.1%; K: -0.1; L: 58
> COc1cccc(CNC(=O)COC(=O)/C(C#N)=C/c2ccc(N(C)C)cc2)c1
  A: 1.9%; B: nt; C: i; D: 26; E: nt; F: nt; G: i; H: 1.3; I: 2%; J: 0.8%[50 µM]; K: -1.7; L: 53
> O=C(CCSc1ccccc1)NCC1CCCO1 (centres undefined)
  A: 0.2%; B: 25%; C: i; D: 37; E: 14%; F: 1; G: i; H: 0.6; I: 5%; J: 2.6%; K: -2.0; L: 51
> CC1CCCCN1CCCNc1ccc(C(CC(N)=O)NC(=O)c2ccccc2)cc1[N+](=O)[O-] (centres undefined)
  A: 0.5%; B: 5%; C: i; D: 29; E: 20%; F: nt; G: i; H: 1.2; I: 9%; J: 1.3%; K: -4.8; L: 59
> CCOc1ccc(Br)cc1S(=O)(=O)Nc1cccc(S(=O)(=O)N(CC)CC)c1
  A: 7.9%; B: -7%; C: i; D: 10; E: 8%; F: 1.2; G: i; H: 0.5; I: 9%; J: 0.1%; K: 2.3; L: 59
> Clc1ccc(C2=NOC(c3nnc(-c4ccccc4)o3)C2)cc1 (centres undefined)
  A: 1.0%; B: 3%; C: i; D: 24; E: 11%; F: nt; G: i; H: 1.8; I: 1%; J: 0.8%; K: -3.3; L: 91
> O=C(c1cc(C2CC2)on1)N1CCN(c2ccc(F)cc2)CC1
  A: 2.0%; B: 11%; C: i; D: 32; E: 6%; F: 1.1; G: i; H: 1.2; I: 8%; J: 0.3%; K: 0.3; L: 53
> COc1ccccc1NS(=O)(=O)c1cccc(C(=O)NCc2ccncc2)c1
  A: 4.1%; B: 1%; C: i; D: 38; E: 4%; F: nt; G: i; H: 0.4; I: 1%; J: 0.7%[50 µM]; K: 1.3; L: 60
> O=C(Nc1ccccc1C(=O)Nc1ccccn1)c1cccc([N+](=O)[O-])c1
  A: 2.5%; B: 9%; C: i; D: 58; E: 4%; F: nt; G: i; H: 0.7; I: 3%; J: 0.2%; K: 0.8; L: 64
> COc1ccc(OC)c(N/C(C)=C/C(=O)c2ccc(Br)cc2)c1
  A: 2.2%; B: -4%; C: i; D: 46; E: 3%; F: 1.2; G: nt; H: nt; I: 10%; J: 0.2%; K: 7.8; L: 53
> O=C(CCN1CCN(S(=O)(=O)c2cccc([N+](=O)[O-])c2)CC1)Nc1ccccc1F
  A: -0.2%; B: 2%; C: i; D: 14; E: 2%; F: nt; G: i; H: 0.0; I: 8%; J: 0.0%; K: -0.7; L: 63
> COCCn1nnnc1C(c1ccc(OC)c(OC)c1)N1CCc2ccccc21 (centres undefined)
  A: 0.9%; B: 0%; C: i; D: 34; E: 4%; F: 1.1; G: i; H: 9.6; I: -1%; J: 0.1%[50 µM]; K: 1.2; L: 53
> CCCc1ccc(-c2cc(C(=O)Nc3ccc([N+](=O)[O-])cn3)c3ccccc3n2)cc1
  A: 7.7%; B: -4%; C: i; D: 35; E: 11%; F: 1; G: i; H: 0.3; I: -5%; J: -1.7%; K: 1.4; L: 57
> CC(C)(C)[C@H]1COC(=O)[C@H](Cc2ccc(F)cc2)CC/C=C/C[C@@H](CC(=O)N[C@H](CO)Cc2ccccc2)C(=O)N1
  A: nt; B: nt; C: i; D: 6; E: nt; F: nt; G: i; H: 1.4; I: 4%; J: -0.8%; K: 1.5; L: 53
> O=C(CN1C(=O)C2(OCCO2)c2ccccc21)c1ccc(Br)cc1
  A: 0.9%; B: 3%; C: i; D: 37; E: 4%; F: 1; G: i; H: 6.1; I: 4%; J: -0.1%; K: -1.0; L: 70
> Cc1ccc(-c2ccc(SCC(=O)Nc3cc(C)on3)nn2)cc1
  A: -1.0%; B: 7%; C: i; D: 27; E: 7%; F: 1.1; G: i; H: 0.8; I: 1%; J: 0.5%; K: 0.4; L: 49
> NC(=O)C[n+]1cccc(C(N)=O)c1
  A: 0.8%; B: -2%; C: i; D: 63; E: 2%; F: 1.1; G: i; H: 0.4; I: 9%; J: 0.3%; K: 0.9; L: 67
> CCOC(=O)C1=C(C)Nc2ccccc2N=C1NC(=O)Cc1ccc(Cl)c(Cl)c1
  A: -0.9%; B: -9%; C: i; D: 29; E: -2%; F: 1.1; G: i; H: 0.6; I: 3%; J: 0.2%; K: 8.8; L: 55

Sorted by the number under RSV antiviral HEp-2 (rising): 3 from the list above
molecule | RSV antiviral HEp-2 | PhoP inhibition | T cell modulator | T cell modulator vesicle-bound % | Large T inhibition | TNAP activators | Myeloid diff 2 GFP+ MAC1+ % | Rac1 GTP hydrolysis
Cc1ccc(-c2ccc(SCC(=O)Nc3cc(C)on3)nn2)cc1 | -1.0% | 7% | i | 27 | 7% | 1.1 | 0.8 | 1%
O=C(CCN1CCN(S(=O)(=O)c2cccc([N+](=O)[O-])c2)CC1)Nc1ccccc1F | -0.2% | 2% | i | 14 | 2% | nt | 0.0 | 8%
COCCn1nnnc1C(c1ccc(OC)c(OC)c1)N1CCc2ccccc21 (centres undefined) | 0.9% | 0% | i | 34 | 4% | 1.1 | 9.6 | -1%
